Screening data: PubChem, several laboratories
Candida biofilm: kills Candida albicans biofilms. C. albicans biofilm + clotrimazole, Alamar Blue. inhibition, % at 6 µM. hit rate 0.14% among 85,000. AID 834;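 active means inhibition above 20%; inactive means inhibition below 20%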;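 further: preformed 24 hr biofilms exposed to compound for 48 hr; 0% = biofilm without compound and 100% = blank killed by clotrimazole plus chlorhexidine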
MT1-MMP txn act: MT1-MMP promoter transcription activation | HT1080 MT1-MMP promoter luciferase reporter, luminescence, overnight; hits give high values | activation factor at 10 µM | hit rate 0.16% among 86,000 | AID 750;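 active means activation factor of at least 2 for MT1-MMP transcription at 10 µM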
Mac1 fbg inh: CD11b/CD18-fibrinogen binding inhibition; K562 CD11b/CD18 adhesion to fibrinogen, ATPlite luminescence; Mn2+ added to activate the integrin; inhibition, % at 10 µM; hit rate 0.54% among 93,000; AID 1497;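 active means primary inhibition of 50% or more at 10 µM, then 40% or more on retest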; further: some results filed as inactive read as strong as hits
Mac1 fbg enh: increases human CD11b/CD18 adhesion to fibrinogen. K562 CD11b/CD18 adhesion to fibrinogen, ATPlite luminescence. activation, % at 10 µM. hit rate 0.07% among 93,000. AID 1499;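 active means 10 µM primary screen giving 50% or more activity, confirmed by 40% or more on retest at that dose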; further: strong numbers were not always called active; reference of the scale not given here
ERa coact pot: ER-alpha (human) coactivator binding potentiation; TR-FRET ERalpha-LBD/SRC-Cy5 coactivator binding, 2 h; 100 = basal binding, no effect; P03372; AID 639; coactivator binding (% of control), % at 25.6 µM; hit rate 1.3% among 86,000; in the data active means activity above about 200%;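 further: binding measured in presence of low estradiol as agonist stimulus; 0% = peptide alone without receptor and 100% = receptor with peptide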
sEH inhibitor: inhibitors of human soluble epoxide hydrolase | P34913 | inhibition, % at 2 µM | recombinant human sEH enzymatic activity assay | hit rate 0.34% among 91,000; in the data active means inhibition above about 80%; further: values of inactives mirror those of a sister screen read the other way; many of its hits are not listed in these tables
Target sequence (P34913 whole entry, looked up): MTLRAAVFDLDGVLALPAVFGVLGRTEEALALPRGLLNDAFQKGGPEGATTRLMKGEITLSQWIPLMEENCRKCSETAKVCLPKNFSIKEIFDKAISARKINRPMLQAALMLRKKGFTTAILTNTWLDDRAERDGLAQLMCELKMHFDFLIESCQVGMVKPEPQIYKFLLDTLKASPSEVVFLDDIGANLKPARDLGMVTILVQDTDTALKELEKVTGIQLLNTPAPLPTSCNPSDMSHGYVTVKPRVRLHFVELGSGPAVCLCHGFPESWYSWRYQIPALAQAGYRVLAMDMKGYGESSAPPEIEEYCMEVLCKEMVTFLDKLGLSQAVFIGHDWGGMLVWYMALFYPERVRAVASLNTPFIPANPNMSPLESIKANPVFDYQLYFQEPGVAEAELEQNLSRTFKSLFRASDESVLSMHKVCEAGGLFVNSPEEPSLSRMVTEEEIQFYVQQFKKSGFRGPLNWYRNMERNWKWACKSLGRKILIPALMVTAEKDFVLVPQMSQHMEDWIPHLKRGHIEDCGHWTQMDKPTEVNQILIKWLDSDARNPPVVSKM
Smad3 inh: Smad3 (human) transcription factor binding inhibition. P84022. TR-FRET Smad3/Dy647-FoxH1 peptide binding, europium anti-His. inhibition, % at 25 µM. hit rate 0.29% among 88,000. AID 630;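 active means compounds that reduce the energy-transfer binding signal between the protein and its labelled peptide by more than half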;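 further: 0% = Smad3 plus labelled peptide maximal FRET and 100% = peptide-only background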
sEH act: soluble epoxide hydrolase (human) activation; P34913; purified human sEH enzymatic activity, activator screen; activation, % at 2 µM; hit rate 0.04% among 91,000; AID 717; in the data active means activation above about 37%; further: values of inactives mirror those of a sister screen read the other way
ERb coact inh: ER-beta (human) coactivator binding inhibition; Q92731; hit rate 1.3% among 86,000; inhibition, % at 25.6 µM; AID 633; TR-FRET ER-beta LBD / SRC1-Cy5 peptide binding; receptor agonist-loaded with 1 µM estradiol;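 active means compounds whose percent inhibition of the receptor-coactivator binding signal exceeds about 50% in the single-dose screen, limit read from the data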;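 further: 0% = receptor plus peptide wells without compound and 100% = peptide-only wells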
* = called active by the depositor; · = not tested or not shown; [ ] = remark or other dose. A portion of the library; rates above refer to the full screens.

1. COc1ccc(NC(=O)CSc2nc3ccccc3c(=O)n2CCCN2CCCCC2)c(OC)c1
2. Cc1nc2c(C(=O)N3CCOCC3)cnn2c(C)c1Cc1cccc(Cl)c1
3. COC(=O)Cc1ccc(NC(=O)c2cccs2)cc1
4. COC(=O)c1cc(NC(=O)Cn2c(=O)cnc3ccccc32)cc(C(=O)OC)c1
5. CN(C)CCNC(=O)c1ccc(COCC(F)(F)F)cc1
6. CC(CN1CCOCC1)(NS(=O)(=O)c1ccccc1)c1ccccc1 (stereo unspecified)
7. O=c1n(-c2ccccc2)c(=O)n(Cc2ccccn2)n1Cc1ccccn1
8. CC1CCCCC12NC(=O)N(CC(=O)NC(=O)NCc1ccco1)C2=O (stereo unspecified)
9. Cc1cccc(C(=O)NCCN(C)C)c1
10. Cc1cccc(N2C(=O)CC(Sc3nc(C)cc(C)n3)C2=O)c1 (stereo unspecified)

compound no.,1,2,3,4,5,6,7,8,9,10
Candida biofilm,12,-1,10,-5,-5,-3,7,·,4,4
MT1-MMP txn act,·,1.2,1.4,1.2,1.1,1,1.1,·,1,1.1
Mac1 fbg inh,-27,-3,4,5,-14,·,-22,-6,-18,-14
Mac1 fbg enh,0,-7,1,22,4,·,2,0,-2,3
ERa coact pot,98,99,103,80,109,111,114,·,104,111
sEH inhibitor,4,-11,16,8,4,7,-7,-22,15,0
Smad3 inh,-6,-1,-11,-1,5,0,1,·,26[fluorescence artefact?],14
sEH act,-3,14,-16,-8,0,-9,7,20,-17,3
ERb coact inh,-2,1,23,25[fluorescence artefact?],-3,-2,-7,·,-7,-9

Grouped by structure: the entries above containing an aryl thioether with sulfur outside any ring.
1. COc1ccc(NC(=O)CSc2nc3ccccc3c(=O)n2CCCN2CCCCC2)c(OC)c1
10. Cc1cccc(N2C(=O)CC(Sc3nc(C)cc(C)n3)C2=O)c1 (stereo unspecified)

compound no.,1,10
Candida biofilm,12,4
MT1-MMP txn act,·,1.1
Mac1 fbg inh,-27,-14
Mac1 fbg enh,0,3
ERa coact pot,98,111
sEH inhibitor,4,0
Smad3 inh,-6,14
sEH act,-3,3
ERb coact inh,-2,-9

(next part)
11. COc1ccc(Cl)cc1N1C(=O)/C(=C\c2sccc2C)N=C1SCC(=O)NC1CC1
12. COC(C)(C)[C@]12CC(O)(C(C)C)ON1[C@H]1CCCCC1N2O (stereo partly specified)
13. CCOC(=O)C1CCN(Cc2ccc(F)cc2F)CC1
14. Cc1ccc2c(c1)NC(=O)C(CC(=O)NCCCN1CCCCC1C)O2 (stereo unspecified)
15. Cc1ccc(S(=O)(=O)N2CCN(C(=O)C3COc4ccccc4O3)CC2)cc1C (stereo unspecified)
16. COC(=O)c1ccccc1NC(=O)CNc1cc(Cl)ccc1N1CCOCC1
17. O=C(Nc1nnc(CCc2ccccc2)s1)c1ccco1
18. O=C(NCc1ccc2c(c1)OCO2)C1CC(=O)N(c2ccc(O)cc2)C1 (stereo unspecified)
19. Cc1ccccc1Cn1c(=O)c2c(nc3n2CCCN3Cc2ccccc2)n(C)c1=O
20. COc1ccc(/C(O)=C2/C(=O)C(=O)N(CCN(C)C)C2c2ccc(C)cc2)cc1Cl (stereo unspecified)

compound no.,11,12,13,14,15,16,17,18,19,20
Candida biofilm,·,7,5,5,9,0,1,9,12,5
MT1-MMP txn act,·,1.1,1.1,1.2,1,1.1,1.3,0.9,1,1
Mac1 fbg inh,-1,-1,5,0,4,24,-6,-5,·,0
Mac1 fbg enh,-6,1,2,1,8,2,-2,2,·,3
ERa coact pot,·,104[fluorescence artefact?],102,112,88,93,116,92,90,119
sEH inhibitor,0,-4,5,·,·,-1,-2,1,-10,-5
Smad3 inh,·,-2,2,11[fluorescence artefact?],2,-3,5,13,7,10[fluorescence artefact?]
sEH act,1,5,-6,·,·,-2,3,-2,11,6
ERb coact inh,·,-7,7,-5,-2,-7[fluorescence artefact?],4[fluorescence artefact?],-8[fluorescence artefact?],10[fluorescence artefact?],-9

Taken from above:
compound 17 – ERa coact pot = 116
compound 20 – Candida biofilm = 5

A second format for part of the listing above.
No. | Molecule | Candida biofilm | MT1-MMP txn act | Mac1 fbg inh | Mac1 fbg enh | ERa coact pot | sEH inhibitor | Smad3 inh | sEH act | ERb coact inh
19 | Cc1ccccc1Cn1c(=O)c2c(nc3n2CCCN3Cc2ccccc2)n(C)c1=O | 12 | 1 | · | · | 90 | -10 | 7 | 11 | 10[fluorescence artefact?]
17 | O=C(Nc1nnc(CCc2ccccc2)s1)c1ccco1 | 1 | 1.3 | -6 | -2 | 116 | -2 | 5 | 3 | 4[fluorescence artefact?]
13 | CCOC(=O)C1CCN(Cc2ccc(F)cc2F)CC1 | 5 | 1.1 | 5 | 2 | 102 | 5 | 2 | -6 | 7
11 | COc1ccc(Cl)cc1N1C(=O)/C(=C\c2sccc2C)N=C1SCC(=O)NC1CC1 | · | · | -1 | -6 | · | 0 | · | 1 | ·
18 | O=C(NCc1ccc2c(c1)OCO2)C1CC(=O)N(c2ccc(O)cc2)C1 (stereo unspecified) | 9 | 0.9 | -5 | 2 | 92 | 1 | 13 | -2 | -8[fluorescence artefact?]

Values by screen from the entries so far.
Nos. 11 to 19 in Candida biofilm read ·, 7, 5, 5, 9, 0, 1, 9, 12

The list goes on.
21. CCN(CC)c1ccc(-n2cc3c(=O)n(C)c(=O)n(C)c3c2)cc1
22. O=C(OCCN1C(=O)c2ccccc2C1=O)c1cc(S(=O)(=O)N2CCOCC2)ccc1Cl
23. O=C(NCc1ccco1)Nc1ccccc1Cl
24. O=C(NC1CCCCC1)N1CCN(c2ncccn2)CC1
25. CN(C)[C@H]1N(C(=O)c2ccc(Br)cc2)N=C2c3ccccc3S(=O)(=O)N21
26. CCOc1ccccc1Oc1coc2cc(O)ccc2c1=O
27. O=c1[nH]n(-c2ncnc3c2cnn3-c2ccccc2)c(=O)c2ccccc12
28. CC12CN3CCN(CC(C3)C1(O)CN1CCCCC1)C2 (stereo unspecified)
29. Cn1c(SCC(=O)Nc2ccccc2F)nnc1-c1ccc(S(=O)(=O)N2CCOCC2)cc1
30. Cc1nnc2n(c1=O)C(CS(=O)(=O)c1ccccc1)CS2 (stereo unspecified)

compound no.,21,22,23,24,25,26,27,28,29,30
Candida biofilm,2,1,9,7,-2,-3,8,-1,-1,3
MT1-MMP txn act,1.2,0.9,1.2,1.1,1.2,1.3,1,1,1,1.1
Mac1 fbg inh,9,-3,-49,-35,12,-7,3,8,4,-1
Mac1 fbg enh,-4,11,11,-2,-2,-1,-5,-4,-2,-2
ERa coact pot,103,89,115,104,88,104,100,129,116,103
sEH inhibitor,·,3,8,29,-3,3,·,8,8,·
Smad3 inh,18,-10,4,4,6,8,-2,-9,0[fluorescence artefact?],-2
sEH act,·,-3,-10,-29,1,-3,·,-8,-7,·
ERb coact inh,6[fluorescence artefact?],2[fluorescence artefact?],-7,-13,-7,1[fluorescence artefact?],-11,4,-14[fluorescence artefact?],-10

31. O=C(Cn1cnc2c(cnn2-c2ccccc2)c1=O)N1CCCc2ccccc21
32. Cc1ccc(CCNC(=O)C2CCC(=O)N2C(C)C)cc1 (stereo unspecified)
33. C=CCOc1nc2c(c(=O)n(C)c(=O)n2C)n1Cc1ccc(Cl)cc1Cl
34. CCNS(=O)(=O)c1cc(S(C)(=O)=O)ccc1Cl
35. O=C(NCC1CCCO1)c1ccc2c(c1)N(Cc1ccccc1)C(=O)CS2=O (stereo unspecified)
36. Cc1ccc(-n2c(-c3ccco3)nc3c(cnn3-c3ccccc3C)c2=O)cc1
37. Cc1n[nH]c(C)c1SCC(=O)Nc1ccc(F)cc1
38. COc1ccc(C(C(=O)NC(C)(C)C)N(CC2CCCO2)C(=O)CCC(=O)Nc2cc(C)on2)cc1 (stereo unspecified)
39. CC1CCN(CCCNC(=O)c2ccc3c(=O)n(CCc4ccccc4)c(=O)[nH]c3c2)CC1
40. CC(C)CC(NC(=O)c1ccc(Cl)cc1)C(=O)OCC(=O)c1ccc2c(c1)NC(=O)CO2 (stereo unspecified)

compound no.,31,32,33,34,35,36,37,38,39,40
Candida biofilm,5,5,-1,8,11,3,11,·,-8,·
MT1-MMP txn act,0.9,1.1,1,1.1,1,·,0.9,·,1,·
Mac1 fbg inh,5,-7,-44,-13,-8,-2,·,1,-2,-5
Mac1 fbg enh,0,-3,-5,-3,1,6,·,-4,-1,7
ERa coact pot,115,102,90[fluorescence artefact?],113[fluorescence artefact?],114,102,98,·,103,·
sEH inhibitor,-7,·,·,-4,·,4,4,6,-20,-3
Smad3 inh,-5,8,-5,9,0,13,-18,·,-3,·
sEH act,7,·,·,7,·,-6,-3,-5,17,1
ERb coact inh,3[fluorescence artefact?],-1,-11[fluorescence artefact?],-20[fluorescence artefact?],-8,-3,12[fluorescence artefact?],·,-8,·

41. Cc1ccc(-n2nnnc2SC(C)C(=O)Nc2ccc(Cl)cn2)cc1 (stereo unspecified)
42. Cc1ccc(C(C(=O)NCc2ccco2)N(CC2CCCO2)C(=O)Cn2nnc3ccccc32)cc1 (stereo unspecified)
43. O=C(On1c(-c2ccccc2)nc2ccccc2c1=O)c1ccco1
44. CCN=C1SCC(=O)N1c1ccc(OC)cc1
45. CCCCOc1ccc(/C=c2\sc3ncnn3c2=O)cc1

compound no.,41,42,43,44,45
Candida biofilm,8,3,-1,10,4
MT1-MMP txn act,1.2,1,·,1.2,1
Mac1 fbg inh,26,4,-8,-2,27
Mac1 fbg enh,-2,0,6,4,-4
ERa coact pot,100,119[fluorescence artefact?],40,112,102
sEH inhibitor,·,-5,-16,1,8
Smad3 inh,1,-1,-4,2,3
sEH act,·,2,17,3,-9
ERb coact inh,11,-7,15,7,-19
